Scp1 inh = Scp-1 (human) phosphatase inhibition. Q9GZU7. Recombinant Scp1, phosphopeptide, malachite green phosphate absorbance. inhibition, % at 20 µM. 340,000 tested, 0.88% active. AID 493091;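 active means inhibition above about 50% at 20 µM, limit read from the data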;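 further: plate controls were DMSO wells with enzyme for no effect and wells lacking enzyme for full effect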
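Assay system: SCP-1 catalytic fragment, aa 76-261 | Buffer or medium: Tris acetate buffer pH 5.5 with MgCl2 and Tween-20 | Compound: One concentration, 20 µM, with 1.0% DMSO | Also added: Phospho 17-mer peptide substrate | Signal: Absorbance at 630 nm | Incubation: 45 min enzyme reaction at room temperature | Measure: % inhibition of SCP-1 phosphate liberation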
DNMT1 inh = inhibitors of human DNMT1; P26358; DNMT1 molecular beacon, Hinp1I cleavage, fluorescence; inhibition (reported as % activation of signal), % at 10 µM; 360,000 tested, 0.83% active; in the data active means inhibition above about 50%
SKN-1 block = blocks SKN-1 activity in C. elegans. C. elegans VP596 Pgst-4::GFP/RFP ratio, acrylamide-induced, 24 h. inhibition, % at 21.8 µM. 360,000 tested, 0.49% active. AID 624304;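 active means interference check ratio from 0.5 to 1.5 plus GFP to RFP signal ratio inhibition reaching or exceeding a fixed threshold, cut at about 30% in these data, passing the limit was not always enough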; further: some compounds called inactive have numbers as strong as hits
MT1-MMP act inh = inhibitors of human MT1-MMP activation; 360,000 tested, 0.061% active; HT1080 RFP-PRO-GFP cells, GFP/RFP ratio fluorescence, overnight; percent of plate control window, DMSO zero; AID 651647; GFP/RFP ratio change, % at 20 µM; P50281;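 active means GFP/RFP ratio change of at least 30% with cell ATP level not reduced by more than half and red fluorescence within 50% of control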; further: strong numbers were not always called active
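Assay system – RFP-PRO-GFP reporter HT1080 cells · Compound dosing – single dose of 20 µM compound, 1% DMSO final · Incubation – overnight compound exposure at 37 °C · Measure – GFP/RFP fluorescence ratio · Benchmarks – DMSO wells and RFP-L50D-GFP cells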
Rpn11 inh = inhibitors of human proteasome Rpn11; human 26S proteasome, Ub4-pepOG fluorescence polarization; 20S core pre-blocked with epoxomicin; calls only at 20 µM; 360,000 tested, 0.59% active; AID 588493;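 active means inhibition at 20 µM, scaled to each plate's controls, above about 33%, limit read from the data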
SUMO1 PPI mod = alters human SUMO1 binding to SIM partners; P63165; SUMO1 binding to a labelled peptide, TR-FRET, 1 h; inhibition, % at 20 µM; 360,000 tested, 0.33% active; in the data active means inhibition above about 37%
Target sequence (P63165 whole entry, looked up): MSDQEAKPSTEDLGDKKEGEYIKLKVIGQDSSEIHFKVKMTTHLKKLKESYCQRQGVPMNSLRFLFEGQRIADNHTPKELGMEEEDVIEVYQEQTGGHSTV
STEP inh = STEP (human) phosphatase inhibition. inhibition, % at 20 µM. 360,000 tested, 0.25% active. recombinant STEP, OMFP fluorogenic substrate, fluorescence. P54829;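 active means inhibition at 20 µM, scaled per plate between control wells, above about 37%, limit read from the data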;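 further: 0% = DMSO with enzyme and substrate and 100% = substrate only without enzyme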
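Assay system: isolated STEP enzyme. Buffer or medium: pH 6.0 Bis-Tris with DTT and Tween 20. Also added: fluorogenic phosphatase substrate OMFP at 25 µM final. Dosing: 20 µM, 1% DMSO. Timing: 20 min reaction, room temperature, in the dark. Measured by: fluorescence intensity, excitation 480 nm, emission 540 nm. Evaluation: normalized % inhibition.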
LMPTP inh = LMPTP (human) inhibition | P24666 | recombinant LMPTP-A, OMFP fluorogenic substrate, fluorescence intensity | inhibition, % at 20 µM | 360,000 tested, 0.22% active;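 active means compounds that cut the enzyme signal by at least half of the control window in the single-dose screen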;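 further: plate controls were DMSO wells with enzyme plus substrate for no effect and substrate without enzyme for full effect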
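Test system – LMPTP-A phosphatase enzyme · Quantity – 0.625 nM LMPTP-A final · Reagent – OMFP substrate, 400 µM final · Dosing – one test concentration per compound, 20 µM, with 3% DMSO overall · Timing – 50 min enzyme reaction at room temperature, protected from light · Detection – fluorescence intensity · Controls – substrate-only low control, DMSO enzyme-plus-substrate high control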
NRP1-CendR mod = alters CendR peptide binding to human NRP-1 | O14786 | FAM-RPARPAR peptide binding to NRP-1, fluorescence polarization | inhibition, % at 25 µM | 360,000 tested, 0.85% active;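 active means inhibition or corrected inhibition above about 18%, plus a signal ratio from 0.5 to 1.5, limit read from the data, passing the limit was not always enough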; further: strong numbers were not always called active
Target sequence (O14786 whole entry, looked up): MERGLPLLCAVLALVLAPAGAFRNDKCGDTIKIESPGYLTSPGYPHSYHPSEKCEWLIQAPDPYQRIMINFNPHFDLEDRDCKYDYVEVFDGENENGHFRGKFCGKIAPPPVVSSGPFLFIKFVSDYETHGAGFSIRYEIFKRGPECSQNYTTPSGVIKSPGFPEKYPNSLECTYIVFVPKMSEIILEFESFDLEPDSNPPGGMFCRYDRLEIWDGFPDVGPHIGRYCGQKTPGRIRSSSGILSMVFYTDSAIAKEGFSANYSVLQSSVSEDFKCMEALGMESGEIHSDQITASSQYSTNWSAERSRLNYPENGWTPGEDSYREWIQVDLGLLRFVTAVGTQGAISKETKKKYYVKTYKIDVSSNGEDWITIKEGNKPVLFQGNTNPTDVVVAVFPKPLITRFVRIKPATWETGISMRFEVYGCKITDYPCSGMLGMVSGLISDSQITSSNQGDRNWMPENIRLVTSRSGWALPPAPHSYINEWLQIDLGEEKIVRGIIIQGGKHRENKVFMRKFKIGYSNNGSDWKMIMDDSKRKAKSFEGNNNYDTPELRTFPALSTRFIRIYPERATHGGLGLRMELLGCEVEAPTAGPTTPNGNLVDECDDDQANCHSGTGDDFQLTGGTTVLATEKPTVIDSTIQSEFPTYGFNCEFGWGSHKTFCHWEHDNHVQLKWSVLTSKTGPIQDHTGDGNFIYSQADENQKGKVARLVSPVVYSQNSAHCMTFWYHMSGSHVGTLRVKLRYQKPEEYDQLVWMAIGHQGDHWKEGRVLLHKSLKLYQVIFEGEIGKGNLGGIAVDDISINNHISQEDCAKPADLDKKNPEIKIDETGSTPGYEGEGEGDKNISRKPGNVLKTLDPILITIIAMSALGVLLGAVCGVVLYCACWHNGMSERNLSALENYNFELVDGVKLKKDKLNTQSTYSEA
NadD inh = blocks S. aureus nicotinate mononucleotide adenylyltransferase; 360,000 tested, 0.78% active; purified NadD enzyme, colorimetric absorbance read-out; inhibition, % at 20 µM; in the data active means inhibition above about 26%; further: some compounds past the cut are filed as inactive
Starred values were filed as active, the others as inactive; i = inactive; . = not tested or not shown; + = active, no number. No enrichment for hits, and some 3.9% of all compounds hit somewhere here.

SMILES	Scp1 inh	DNMT1 inh	SKN-1 block	MT1-MMP act inh	Rpn11 inh	SUMO1 PPI mod	STEP inh	LMPTP inh	NRP1-CendR mod	NadD inh
O=C(O)c1ccc(NC(=O)c2cn(-c3ccccc3)nc2-c2ccc(Cl)cc2)cc1	-18	-6	-6	2	i	7	-6	22	-6	0
COC(=O)c1c(C(=O)OC)c(-c2cccc(Cl)c2)n2c1CS(=O)C2 (stereo not given)	-1	1	-1	-2	i	2	-2	0.1	-5	3
COc1cc(C(=O)NNC(=O)COc2ccc(C)cc2)ccc1OCC(=O)N1CCOCC1	47	-4	13	1	i	9	-1	0.8	4	-1
CC1CCC(NC(=O)CCCCn2c(=O)[nH]c3ccsc3c2=O)CC1 (stereo not given)	-1	-1	5	-1	i	-2	-2	2.5	-3	-1
CN(C)c1ccccc1-c1cc(NC=O)c2ncc(-c3cccc(C(F)(F)F)c3)n2c1	.	+	-32	-53	i	-1	-157	-5.3	123	23
NS(=O)(=O)c1ccc(CNC(=O)c2ccc(Cl)c([N+](=O)[O-])c2)cc1	-11	2	10	5	i	-27	0	-1.1	9	-6
CN(C=C1C(=O)CC(C)(C)CC1=O)CCN1CCNCC1	-6	2	-14	0	i	-2	3	-13	11	-7
O=C(Cn1cnc2c(OCc3ccccc3)ncnc21)NCc1ccccn1	4	4	-1	0	i	1	3	-1.7	16	0
CC(C)C[C@H](NC(=O)CC[C@H]1O[C@@H](n2ccc(=O)[nH]c2=O)[C@H](O)[C@@H]1O)C(=O)O	.	-3	1	2	i	-6	-2	-2.9	1	-4
O=C1Nc2ccccc2Nc2ncccc21	0	0	12	2	i	-6	-2	-0.9	14	-2
COc1cccc(/C=C2\N=C(c3c(-c4ccccc4)noc3C)OC2=O)c1OC	-13	-2	2	2	i	10	0	-1.1	-13	8
COC(OC)C(C)NC(=O)NC(=O)c1ccccc1Cl (stereo not given)	-8	-1	13	-1	i	-1	3	-1.0	6	4
COc1ccc(C(=O)Nc2ccccc2C(N)=O)cc1	0	3	11	9	i	0	6	-2.1	-29	-5
CN(C(=O)COC(=O)c1ccccc1SCC(=O)N1CCCC1)C1CCS(=O)(=O)C1 (stereo not given)	-9	0	15	-1	i	-1	0	-0.1	20*	-11
Cc1ccc(S(=O)(=O)CCc2nnc(NC(=O)c3cnccn3)s2)cc1	-6	-1	1	1	i	1	-2	-0.6	-3	-6
CCOCCCNS(=O)(=O)c1cc2[nH]c3c(c2cc1C)C(=O)CC(C)(C)C3	-3	2	-15	6	i	-2	2	0.2	13	-5
COC1=CC(=O)c2nc(Cl)ccc2C1=O	.	85*	0	-39	i	45*	-2	-0.5	26*	3
C[C@H]1CN([C@@H](C)CO)S(=O)(=O)c2ccc(Br)cc2O[C@H]1CN(C)C(=O)c1cccnc1	.	4	-1	2	i	1	-2	-1.4	5	-3
O=S1(=O)CC(N2CCC(c3ccccc3)CC2)CN1C1CCCCC1 (stereo not given)	.	3	8	3	i	7	3	-0.6	2	0
Cc1cc2ccccc2n2c(SCC(=O)N3CCc4ccccc4C3)nnc12	3	-4	-7	1	i	0	2	-0.9	9	1
COCCCNC(=O)CS(=O)(=O)Cc1nc(-c2cccc(OC)c2)oc1C	-4	-2	25	2	i	2	-4	0.2	-7	3
CCCCNC(=O)C1C(c2ccc(OC)cc2)=Nc2ccccc2N1C(=O)c1ccc2ncccc2c1 (stereo not given)	.	.	20	1	.	-23	.	1.4	6	.
O=C(C1=COCCO1)N1CCN(C(c2ccccc2)c2ccccc2)CC1	-2	1	-31	-4	i	0	-12	-0.7	6	-1
Cc1ccccc1C(=O)c1c[nH]c(C(=O)NCC2CCCO2)c1 (stereo not given)	-3	0	8	0	i	-2	0	-1.9	9	6
COc1ccc(-c2csc(NC3OC(=O)c4ccccc43)n2)cc1 (stereo not given)	-5	-7	6	-5	i	3	-4	0.7	-24	-6
Cc1onc(-c2ccccc2)c1C(=O)Nc1ccncc1	3	1	-9	-4	i	-2	1	-0.4	5	-1
CC1=C(c2ccccc2)SC2=NCCN21	5	1	-5	-2	i	-3	-1	-1.2	2	-4
Cc1ccc(CNC(=O)Nc2ccc(F)cc2F)n1C	7	-3	-7	-3	i	-3	0	-1.3	-14	-5
CCCCC(=O)N(Cc1ccc(F)cc1)C1CCS(=O)(=O)C1 (stereo not given)	-11	-12	-6	3	+	0	0	-1.7	4	0
COc1ccc(OC)c(C2CC(=O)N3CN(c4cccc(Cl)c4C)CSC3=C2C#N)c1 (stereo not given)	13	-27	2	-1	i	4	1	2.5	-25	32*

Profiles as entered above. Order of screens: Scp1 inh	DNMT1 inh	SKN-1 block	MT1-MMP act inh	Rpn11 inh	SUMO1 PPI mod	STEP inh	LMPTP inh	NRP1-CendR mod	NadD inh
COc1ccc(-c2csc(NC3OC(=O)c4ccccc43)n2)cc1 (stereo not given) reads -5	-7	6	-5	i	3	-4	0.7	-24	-6
Cc1onc(-c2ccccc2)c1C(=O)Nc1ccncc1 reads 3	1	-9	-4	i	-2	1	-0.4	5	-1
C[C@H]1CN([C@@H](C)CO)S(=O)(=O)c2ccc(Br)cc2O[C@H]1CN(C)C(=O)c1cccnc1 reads .	4	-1	2	i	1	-2	-1.4	5	-3
COC1=CC(=O)c2nc(Cl)ccc2C1=O reads .	85*	0	-39	i	45*	-2	-0.5	26*	3
COc1ccc(OC)c(C2CC(=O)N3CN(c4cccc(Cl)c4C)CSC3=C2C#N)c1 (stereo not given) reads 13	-27	2	-1	i	4	1	2.5	-25	32*

4 successive records out of the list so far, for reference:
SMILES	Scp1 inh	DNMT1 inh	SKN-1 block	MT1-MMP act inh	Rpn11 inh	SUMO1 PPI mod	STEP inh	LMPTP inh	NRP1-CendR mod	NadD inh
CC1=C(c2ccccc2)SC2=NCCN21	5	1	-5	-2	i	-3	-1	-1.2	2	-4
Cc1ccc(CNC(=O)Nc2ccc(F)cc2F)n1C	7	-3	-7	-3	i	-3	0	-1.3	-14	-5
CCCCC(=O)N(Cc1ccc(F)cc1)C1CCS(=O)(=O)C1 (stereo not given)	-11	-12	-6	3	+	0	0	-1.7	4	0
COc1ccc(OC)c(C2CC(=O)N3CN(c4cccc(Cl)c4C)CSC3=C2C#N)c1 (stereo not given)	13	-27	2	-1	i	4	1	2.5	-25	32*

Going on with the list.
SMILES	Scp1 inh	DNMT1 inh	SKN-1 block	MT1-MMP act inh	Rpn11 inh	SUMO1 PPI mod	STEP inh	LMPTP inh	NRP1-CendR mod	NadD inh
COc1ccccc1C(=O)OCC(=O)Nc1cc(S(=O)(=O)N2CCOCC2)ccc1N1CCCC1	-8	-8	23	2	i	3	-2	-1.9	2	1
O=C(C1CCN(S(=O)(=O)Cc2ccccc2)CC1)N1CCCc2ccccc21	-6	-13	-14	-3	i	12	5	0.8	-9	-2
CCOC(=O)C(=O)Nc1ccc2c(c1)OCO2	-9	-5	13	-8	i	1	0	-0.4	-1	-2
CC1(C)c2ccccc2-n2c1cc1oc(=O)cc(O)c1c2=O	-4	0	-8	-2	i	3	-1	3.1	4	-4
CSCC(=O)NC1CCCc2c1cnn2-c1cc(F)cc(F)c1 (stereo not given)	-5	1	9	-4	i	-1	0	-1.1	-11	3
Cc1ccc(C)c(NC(=O)c2cnn3ccccc23)c1	-6	-1	-10	2	i	0	-3	0.4	-1	-4
C[C@H](NC(=O)CCn1nnc2ccccc2c1=O)C(=O)O	-6	0	-3	-1	i	-3	2	-1.5	1	-5
Cc1nc(NC(=O)COC(=O)CCS(=O)(=O)c2ccccc2Cl)c(Cl)cc1Cl	-1	-2	1	7	i	-2	0	-1.1	-1	-7
Cc1cc2c(c(/C=C/C(=O)c3ccccc3)c1)OC1(C=C2)Oc2ccccc2C(=O)N1C (stereo not given)	-15	-1	16	-16	i	-5	1	5.4	6	3
Nc1ncnc2c1ncn2[C@H]1CC[C@@H](CO)O1	-3	3	-14	1	i	1	-1	0.3	-8	3
CC(C)c1ccc(CNC(=O)CSCC(=O)Nc2ccc3ccccc3c2)cc1	-9	-6	19	-3	i	0	1	4.8	9	-9
O=C1C(c2ccncc2)=C(O)c2ccccc21	-5	-2	7	1	i	-16	2	0.9	-22	7
O=C(O)c1ccc(S(=O)(=O)N2CCN(c3ccccn3)CC2)cc1	1	-1	24	4	i	6	-1	3.4	6	1
O=C(CSc1ncn[nH]1)OCN1C(=O)c2ccccc2C1=O	-7	5	-2	2	i	-1	3	-1.3	-7	-2
COc1ccc(C(CNC(=O)Cc2ccc3ccccc3c2)N(C)C)cc1 (stereo not given)	-2	0	-29	-2	i	5	0	0.1	-6	-10
Cc1ccc(S(=O)(=O)N2CCCC(C(=O)Nc3cccnc3)C2)cc1 (stereo not given)	-5	0	17	-4	i	1	-4	0.6	-3	2
O=C(NCc1ccccc1)C1C(c2ccc3c(c2)OCO3)=Nc2ccccc2N1C(=O)c1cccc2ccccc12 (stereo not given)	.	.	1	-1	.	-17	.	2.8	-4	.
Cc1ccc(C(=O)N(Cc2sccc2C)C2CCS(=O)(=O)C2)cc1 (stereo not given)	-2	4	7	-4	i	-4	1	0.6	11	-6
CCn1c(COc2ccccc2C)nnc1SCC(=O)OC	-5	5	3	0	i	-1	-3	-1.7	-1	9
CC(C)c1cc(Cn2c3ccccc3c(=O)n2C(C)Cn2cc(CCCC#N)nn2)on1 (stereo not given)	.	.	8	4	.	2	.	-0.9	7	.
CCOC(=O)c1ccc(NC(=O)/C=C/c2cccs2)cc1	-11	-4	19	-2	i	-12	0	2.4	9	-9
